Growth percent in the NCI-60 one-dose screen (48 h, 10 µM unless noted): 100 = growth as untreated, 0 = no growth, -100 = all killed.
HCT-116 = HCT-116 colon cancer. 7.3% of 82,000 active. AID 1794798
NCI-H522 = NCI-H522 lung cancer; 8% of 78,000 active; AID 1794739
NCI-H460 = NCI-H460 lung cancer; 6.8% of 82,000 active; AID 1794736
NCI-H23 = NCI-H23 lung cancer. 4% of 80,000 active
NCI-H322M = NCI-H322M lung cancer. 2.7% of 80,000 active. AID 1794733
HCT-15 = HCT-15 colon cancer; 5.2% of 82,000 active; AID 1794746
COLO 205 = COLO 205 colon cancer; 7.3% of 79,000 active
NCI/ADR-RES = NCI/ADR-RES ovarian cells; 4.4% of 81,000 active
NCI-H226 = NCI-H226 lung cancer. 3.5% of 79,000 active
The depositor's hits bear a star; x = no result given. The calls were made as follows: active = growth percent below 10; inactive = the rest.

Values run as follows: NCI-H522	NCI-H460	NCI/ADR-RES	NCI-H322M	HCT-116	NCI-H23	COLO 205	HCT-15	NCI-H226
1. Cc1cc2c(C(C)C)c(O)c(O)c(C(=O)C(=O)NC(C)(C)C)c2c(O)c1-c1c(C)cc2c(C(C)C)c(O)c(O)c(C(=O)C(=O)NC(C)(C)C)c2c1O
→ 87	103	101	99	54	96	x	115	84
2. Cc1nc2cccc(CCCCCC(=O)NO)c2c(=O)n1-c1ccccc1
→ 77	101	93	92	84	98	104	96	95
3. CC(=O)c1cc2ccc(OCC(=O)N3CCCCC3)cc2oc1=O
→ 82	109	105	98	x	99	112	102	105
4. COc1ccc(C(C)=O)cc1
→ 95	119	110	117	111	106	x	118	110
5. Cc1ccc(-n2c(C3=C(O)c4ccccc4C3=O)nnc2-c2ccccc2)cc1
→ 82	109	107	103	96	95	131	104	100
6. CCN(CC)CC#CCOC(=O)[C@]1(C)CCC[C@]2(C)c3ccc(C(C)C)cc3CC[C@@H]12
→ 81	98	84	94	58	71	80	52	83
7. COc1ccc(-c2cc(C(=O)N=Nc3c(O)[nH]c4ccc(Cl)cc34)no2)cc1
→ 96	104	107	103	103	100	110	103	97
8. CC/C(=N\NS(=O)(=O)c1ccc(C)cc1)c1ccc(OC)c(C)c1
→ 96	106	101	104	99	100	119	74	92
9. C=C1SC(=Nc2cccc(OC)c2)N(c2nc(Cl)nc(Cl)n2)C12CCCCC2
→ 92	106	107	86	101	105	96	105	101
10. OCc1cccnc1
→ 108	103	115	106	107	100	107	92	103
11. Cc1ccc(S(=O)(=O)NCCCNc2nc(Nc3ccc(N4CCN(C)CC4)cc3)nc3ccsc23)cc1
→ -5.6*	18	70	53	5.7*	76	-33*	3.0*	117
12. O=C(O)c1ccc(P(=O)(O)O)c([N+](=O)[O-])c1
→ 99	103	108	102	113	115	112	102	94
13. CC1CC=C(O)C12OCC(C)(C)CO2 (stereo unspecified)
→ 103	107	99	113	114	95	111	108	111
14. COc1ccc(NC(=O)CSc2nc3ccccc3[nH]2)cc1
→ 75	100	97	97	90	89	108	106	97
15. O=C1CCC(N2Cc3c(CCCCCNC(=O)c4ccc(Nc5ccnc(-c6cncc7ccccc67)n5)cc4)cccc3C2=O)C(=O)N1 (stereo unspecified)
→ 89	97	98	97	105	102	x	105	x
16. CSc1n[nH]c2nc(-c3ccccc3Cl)[nH]c(=O)c12
→ 96	105	100	101	108	86	114	103	90
17. CN1C(=O)[C@@]2(C)Nc3ccccc3CN2C1=S
→ 95	112	103	101	108	101	120	106	95
18. Nc1c(C(=O)Nc2ccccc2)sc2nc3c(cc12)CN(C(=O)OCc1ccccc1)CC3
→ 36	34	46	70	29	63	55	37	83
19. Nc1nc2ccc([C@@H]3Nc4ccc5[nH]ncc5c4[C@H]4[C@H]5CCC(C5)[C@H]43)cc2s1
→ -66*	-27*	17	-13*	12	23	6.1*	30	24
20. Nc1ccc(S(=O)(=O)Nc2cc(I)cc(I)c2)cc1
→ 90	109	97	95	99	94	123	112	113
21. Cc1ccc(NC(=S)n2c(=O)cc(C)c3ccc(O)cc32)c(C)c1
→ 102	103	102	95	101	99	110	106	110
22. COc1ccc(NCc2cn(-c3ccccc3)nc2-c2ccc(OCc3ccccc3)cc2)cc1
→ 60	85	67	104	58	87	90	69	51
23. COC(=O)/C=C1/SC(=Nc2ccc(C)cc2)N(CCc2c[nH]c3ccc(O)cc23)C1=O
→ 43	52	50	98	17	73	108	15	83
24. COc1ccc(CO)cc1OCc1ccccc1
→ 85	112	105	105	100	96	110	102	96
25. O=C(OCCOCCOC(=O)Oc1ccccc1)Oc1ccccc1
→ 78	109	105	106	106	105	107	102	104
26. NC(=N\N=C/c1ccco1)/C(N)=N\N=C/c1ccco1
→ x	110	119	109	108	95	110	95	104
27. CCCCN(CCCC)CCC(O)c1cc2ccc(C(F)(F)F)cc2c2cc(C(F)(F)F)ccc12 (stereo unspecified)
→ 3.2*	5.3*	60	61	30	43	33	27	83
28. O=C1c2cc(F)ccc2Oc2cc([N+](=O)[O-])ccc2N1c1ccc(Cl)cc1F
→ 76	98	95	96	79	92	101	92	x
29. CN(C)CCOc1ccccc1Cc1cccc(Cl)c1
→ 100	104	88	92	93	90	105	102	101
30. CCCCCCCN1C(=O)/C(=c2\sc3n(c2=O)C2C(NN=3)N(CC)C(=O)N2CC)c2ccccc21 (stereo unspecified)
→ 89	98	87	85	81	88	114	97	89
31. COc1ccc(/C=C2\C(=O)N(Cc3ccco3)SC2=S)c(OC)c1OC
→ 85	103	100	90	86	104	109	86	89
32. Cc1nnc2[nH]c(=O)c(/C=C\c3ccco3)nn2c1=O
→ 85	102	110	129	105	106	114	109	101
33. COc1ccc(-c2nc(NN)[nH]c(=O)c2Br)cc1
→ 96	110	102	106	103	96	109	103	107
34. COc1ccc(/C=C(\C#N)n2nnc3cc(F)c(F)cc32)cc1
→ 13	88	20	73	28	75	38	30	101
35. CCC(C)[C@H](NC(=O)[C@H](CC(=O)O)NC(=O)[C@@H](NC(=O)[C@@H](NC(=O)[C@H](Cc1c[nH]c2ccccc12)NC(=O)[C@H](Cc1cnc[nH]1)NC(=O)[C@H](CO)NC(=O)[C@H](CCCNC(=N)N)NC(=O)[C@H](CCCNC(=N)N)NC(=O)[C@H](CCCCN)NC(=O)[C@H](CCCCN)NC(=O)[C@H](CCCNC(=N)N)NC(=O)CNC(=O)[C@H](CCCNC(=N)N)NC(=O)[C@H](CCCNC(=N)N)NC(=O)[C@H](CCCNC(=N)N)NC(C)=O)C(C)(C)C)C1CCCCC1)C(=O)O (stereo partly specified)
→ 77	87	104	93	100	97	122	100	106
36. C/C(Cc1ccc(Cl)cc1)=C(\c1ccc(OCCCN(C)C)cc1)c1ccc(OC(=O)C2CCCCC2)cc1
→ 64	109	99	113	95	90	112	99	103
37. O=C(Nc1cccc(Cl)c1)c1ccc2c(c1)nc(-c1ccccc1)n2C1CCCCC1
→ 66	83	80	82	67	88	104	62	112
38. COc1ccc(-c2nc3cnccn3c2Nc2ccc(OC)c(OC)c2)cc1
→ 77	113	100	121	108	107	113	96	x
39. CN1CCCc2cc(/C=C3\SC(=S)N(CCC(=O)O)C3=O)ccc21
→ 93	110	106	107	105	96	106	103	103
40. COc1cc(-c2oc(=O)ccc2C#Cc2nccn2C)cc(OC)c1OC
→ 72	91	85	88	93	85	122	90	91

Reformatted with bars between the fields: four of the compounds above.
nr | canonical_smiles | NCI-H522 | NCI-H460 | NCI/ADR-RES | NCI-H322M | HCT-116 | NCI-H23 | COLO 205 | HCT-15 | NCI-H226
33 | COc1ccc(-c2nc(NN)[nH]c(=O)c2Br)cc1 | 96 | 110 | 102 | 106 | 103 | 96 | 109 | 103 | 107
34 | COc1ccc(/C=C(\C#N)n2nnc3cc(F)c(F)cc32)cc1 | 13 | 88 | 20 | 73 | 28 | 75 | 38 | 30 | 101
35 | CCC(C)[C@H](NC(=O)[C@H](CC(=O)O)NC(=O)[C@@H](NC(=O)[C@@H](NC(=O)[C@H](Cc1c[nH]c2ccccc12)NC(=O)[C@H](Cc1cnc[nH]1)NC(=O)[C@H](CO)NC(=O)[C@H](CCCNC(=N)N)NC(=O)[C@H](CCCNC(=N)N)NC(=O)[C@H](CCCCN)NC(=O)[C@H](CCCCN)NC(=O)[C@H](CCCNC(=N)N)NC(=O)CNC(=O)[C@H](CCCNC(=N)N)NC(=O)[C@H](CCCNC(=N)N)NC(=O)[C@H](CCCNC(=N)N)NC(C)=O)C(C)(C)C)C1CCCCC1)C(=O)O (stereo partly specified) | 77 | 87 | 104 | 93 | 100 | 97 | 122 | 100 | 106
36 | C/C(Cc1ccc(Cl)cc1)=C(\c1ccc(OCCCN(C)C)cc1)c1ccc(OC(=O)C2CCCCC2)cc1 | 64 | 109 | 99 | 113 | 95 | 90 | 112 | 99 | 103

(cont.)
Values run as follows: NCI-H522	NCI-H460	NCI/ADR-RES	NCI-H322M	HCT-116	NCI-H23	COLO 205	HCT-15	NCI-H226
41. O=C1CCC(NCc2ccccc2)N1 (stereo unspecified)
→ 97	101	99	99	102	95	110	99	93
42. C(=C\c1ccccc1)/CN1CCN(C(c2ccccc2)c2ccccc2)CC1
→ 94	96	82	x	96	x	101	81	86
43. N#Cc1c(N)nn(C(=O)c2ccc(NC(=O)c3ccccn3)cc2)c1-c1cccc(Br)c1
→ 76	52	76	76	54	62	46	73	71
44. C=CCSc1nnc(COc2ccc3c(C)c(Cc4ccccc4)c(=O)oc3c2C)o1
→ 82	103	98	99	96	102	117	104	95
45. O=C(Nc1cc(F)ccc1F)c1cc2c(=O)n3ccccc3nc2s1
→ 97	117	109	127	111	113	119	112	103
46. OCCNc1nc(NCCO)nc(Nc2ccc(C3=NN(c4cc(Cl)cc(Cl)c4)C(c4ccc(Cl)cc4)C3)cc2)n1 (stereo unspecified)
→ 59	-23*	21	15	4.8*	29	7.1*	5.1*	109
47. Cc1cnc(N)nc1OCCNC(=O)c1cccc(-c2ccc(S(=O)(=O)Nc3ccc4c(c3)N(C(=O)C3CC3)CCC4)cc2)c1
→ 70	75	102	87	76	72	99	96	72
48. CC1CCN(S(=O)(=O)c2ccc(S(=O)(=O)N3CCCC(c4nc5c(nnn5Cc5cccc(Cl)c5)c(=O)[nH]4)C3)cc2)CC1 (stereo unspecified)
→ 34	24	89	61	15	65	91	36	75
49. CB1C=Cc2cc(-c3cccc(Cl)c3)ccc2N1
→ 83	109	96	85	95	81	110	102	94
50. COc1ccc(N=Nc2c(N)nn3c(N)c(C#N)c(-c4ccccc4)nc23)cc1
→ -4.5*	16	6.3*	46	20	32	81	71	0.9*
51. COC(=O)C1(C)CCC[C@]2(C)[C@H]3C[C@H]4C(C(C)C)=C[C@]3(CC[C@@H]12)[C@H]1[C@@H]4[C@@H](OCC#CCN2CCOCC2)CC[C@@H]1OCC#CCN1CCOCC1 (stereo partly specified)
→ 74	94	75	102	81	83	89	85	x
52. CC(C)CC(CC(C)C)OC(=O)CBr
→ x	107	106	95	101	103	102	98	101
53. COc1cccc(C=O)c1OC(C)=O
→ 94	113	101	99	97	99	122	97	102
54. O=c1oc(=O)c2cc3c(=O)oc(=O)c3cc12
→ x	123	108	115	101	105	106	98	102

Of the compounds above, these have a nitro group on carbon.
Values run as follows: NCI-H522	NCI-H460	NCI/ADR-RES	NCI-H322M	HCT-116	NCI-H23	COLO 205	HCT-15	NCI-H226
12. O=C(O)c1ccc(P(=O)(O)O)c([N+](=O)[O-])c1
→ 99	103	108	102	113	115	112	102	94
28. O=C1c2cc(F)ccc2Oc2cc([N+](=O)[O-])ccc2N1c1ccc(Cl)cc1F
→ 76	98	95	96	79	92	101	92	x

High-throughput results as filed in PubChem.
